Compound activity deposited in PubChem by NCI.
Growth percent in the NCI-60 one-dose screen (48 h, 10 µM unless noted): 100 = growth as untreated, 0 = no growth, -100 = all killed.
COLO 205: COLO 205 colon cancer; 79,000 compounds, 7.3% hits; AID 1794742
IGROV1: IGROV1 ovarian cancer; 79,000 compounds, 4.7% hits
NCI-H23: NCI-H23 lung cancer; 80,000 compounds, 4% hits; AID 1794731
NCI-H522: NCI-H522 lung cancer | 78,000 compounds, 8% hits
SK-OV-3: SK-OV-3 ovarian cancer cells; 80,000 compounds, 3.2% hits; AID 1794785
NCI-H460: NCI-H460 lung cancer. 82,000 compounds, 6.8% hits. AID 1794736
NCI-H322M: NCI-H322M lung cancer. AID 1794733. 80,000 compounds, 2.7% hits
NCI-H226: NCI-H226 lung cancer | AID 1794732 | 79,000 compounds, 3.5% hits
NCI/ADR-RES: NCI/ADR-RES ovarian cells | 81,000 compounds, 4.4% hits
* = called active by the depositor; · = not tested or not shown. Rule for the calls: active = growth percent below 10; inactive = the rest.

Value order – COLO 205	IGROV1	NCI-H23	NCI-H522	SK-OV-3	NCI-H460	NCI-H322M	NCI-H226	NCI/ADR-RES
> O=[N+]([O-])c1ccc(NCCO)c([N+](=O)[O-])c1
 : ·	117	98	99	·	111	120	90	111
> Cc1cc2nc3c4ccccc4nc-3n(CCN(C)C)c2cc1C
 : 87	56	88	71	98	99	82	88	83
> COC(=O)COc1ccc(/C=N/NC(=O)Cn2c(C(C)C)nc3ccccc32)cc1OC
 : 107	114	100	105	93	113	102	97	104
> O=C(Nc1cccc(Nc2ccc(Cl)nn2)c1)Nc1ccc(Cl)c(C(F)(F)F)c1
 : 58	59	29	33	82	43	93	75	78
> CC(=O)c1c(C)nc(-c2ccc(F)cc2)nc1-c1cccc(Oc2ccccc2)c1
 : 110	97	88	85	98	99	94	93	93
> CCC1(C(=O)c2ccccc2)C(C(=O)OC)=NC(=S)N=C1C(=O)OC
 : 106	106	100	101	97	106	102	94	106
> O=C1Nc2ccccc2C2c3c[nH]c4cccc(c34)CN12 (centres undefined)
 : 104	101	97	90	93	90	91	91	105
> COc1ccc(OC)c(-n2cc(C#N)c(N)c2C(C)=O)c1
 : 109	105	·	85	95	110	98	97	108
> COc1cc(/C=C/C(=O)/C=C(/C=C/c2cc(OC)c(OC(=O)C(C)c3ccc(CC(C)C)cc3)c(OC)c2)OB(F)F)cc(OC)c1OC(=O)C(C)c1ccc(CC(C)C)cc1 (centres undefined)
 : 103	102	100	87	91	103	97	94	102
> COc1cccc(N2C(=N)/C(=C3\Nc4ccccc4S3)CC2=O)c1
 : 79	·	·	56	74	31	82	93	·
> Cc1c(O)c(Br)c(Br)c(Br)c1Br
 : 113	95	100	103	111	107	110	104	102
> Cc1cc2cc3cc(C)c(N(C)C)cc3nc2cc1N(C)C
 : -24*	-14*	24	-12*	18	8.3*	22	55	83
> COc1nc2c(ccc3c2cnn3-c2ccc(Cl)cc2)cc1S(=O)(=O)c1ccccc1
 : 79	75	·	72	52	55	·	37	75
> Cc1cc(C)c2c(N)c(C(=O)c3cccs3)sc2n1
 : 132	145	94	·	113	108	140	108	96
> O=C1NC(=Nc2ccc(S(=O)(=O)Nc3nccs3)cc2)S/C1=C\c1coc2ccccc2c1=O
 : 113	98	100	103	91	101	101	98	106

Quoted at random: 3 records from the list.
Value order – COLO 205	IGROV1	NCI-H23	NCI-H522	SK-OV-3	NCI-H460	NCI-H322M	NCI-H226	NCI/ADR-RES
> CCC1(C(=O)c2ccccc2)C(C(=O)OC)=NC(=S)N=C1C(=O)OC
 : 106	106	100	101	97	106	102	94	106
> COc1cccc(N2C(=N)/C(=C3\Nc4ccccc4S3)CC2=O)c1
 : 79	·	·	56	74	31	82	93	·
> Cc1c(O)c(Br)c(Br)c(Br)c1Br
 : 113	95	100	103	111	107	110	104	102

The listing continues:
Value order – COLO 205	IGROV1	NCI-H23	NCI-H522	SK-OV-3	NCI-H460	NCI-H322M	NCI-H226	NCI/ADR-RES
> CN(C)CCN1C(=O)c2cccc3c(/C=C/CN4C(=O)c5cccc6cccc(c56)C4=O)ccc(c23)C1=O
 : 82	89	94	101	109	94	84	99	24
> CC1=C(Br)C(=O)C(C)=C(Br)C1=O
 : 122	98	·	93	110	117	95	113	125
> CCOc1ccc(OCC)c(Cl)c1
 : 124	122	102	89	102	110	102	102	108
> CC(=O)C1=C(C)NC(Cl)=NC1c1ccccc1 (centres undefined)
 : 107	71	83	·	104	94	104	86	100
> O=[N+]([O-])c1ccc(/C=N/N2CCCCCC2)cc1
 : 117	·	·	114	106	107	·	89	·
> O=C(Nc1cccnc1)c1ccc2ccc3ccc(C(=O)Nc4cccnc4)nc3c2n1
 : 13	15	23	31	48	1.7*	11	4.5*	80
> COc1ccc2[nH]cc(C3(c4c[nH]c5ccc(OC)cc45)C(=O)Nc4ccc(Cl)cc43)c2c1
 : 69	50	80	66	93	6.6*	85	108	90
> O=C(c1nc2ccccc2[nH]1)C1C(c2cccc(O)c2)C2CSCN2[C@@]12C(=O)Nc1ccccc12 (some centres undefined)
 : ·	88	99	84	·	95	93	99	97
> Cn1cccc1/C=C1/SC(=S)N(CCc2ccc(O)cc2)C1=O
 : 103	46	79	48	83	34	87	88	16
> Nc1nc(Nc2ccc(F)cc2)c2c(n1)-c1ccoc1CC2
 : 100	95	98	81	99	101	100	94	105
> N#C/C(=C\c1ccc(-c2ccc(Cl)cc2)o1)C(=O)Nc1ncc(Cc2ccc(Br)cc2)s1
 : 41	7.1*	-31*	4.8*	70	-78*	19	40	8.6*
> O=C1NC(=O)/C(=C/c2ccccc2[N+](=O)[O-])S1
 : 115	80	87	76	96	90	108	90	96
> CCCCCCCCCCCCc1ccccc1
 : 110	102	103	102	101	105	111	103	108
> O=C1CCN(c2nc(CO)ncc2-c2ccc(C(F)(F)F)cc2)CC1
 : 103	101	104	97	96	100	97	95	102
> COc1ccc(CCN2CCCn3c2nc2ccccc2c3=O)cc1
 : -10*	40	33	12	54	11	45	37	15

Next section, starting with the last 4 of the part before.
Value order – COLO 205	IGROV1	NCI-H23	NCI-H522	SK-OV-3	NCI-H460	NCI-H322M	NCI-H226	NCI/ADR-RES
> O=C1NC(=O)/C(=C/c2ccccc2[N+](=O)[O-])S1
 : 115	80	87	76	96	90	108	90	96
> CCCCCCCCCCCCc1ccccc1
 : 110	102	103	102	101	105	111	103	108
> O=C1CCN(c2nc(CO)ncc2-c2ccc(C(F)(F)F)cc2)CC1
 : 103	101	104	97	96	100	97	95	102
> COc1ccc(CCN2CCCn3c2nc2ccccc2c3=O)cc1
 : -10*	40	33	12	54	11	45	37	15
> COc1ccc(-c2oc3ccc(C)cc3c(=O)c2O)cc1OC
 : 117	97	91	73	97	59	·	83	81
> O=C(C[n+]1ccc2ccccc2c1)c1cccc2ccccc12
 : 79	72	78	107	106	67	70	83	100
> S=C(NC1CCCCC1)NN1CCCCCC1
 : 110	112	99	99	108	116	112	100	99
> OCC(O)C1CCCCN1 (centres undefined)
 : 110	112	106	104	108	104	103	97	107
> O=C(N/N=C/c1cc(Cl)ccc1[N+](=O)[O-])c1cccc2ccccc12
 : 127	97	86	81	68	97	97	83	82
> OCCNc1nc(Nc2ccc(C3=NN(c4cc(Cl)cc(Cl)c4)C(c4ccccc4)C3)cc2)nc(N2CCOCC2)n1 (centres undefined)
 : ·	95	93	76	·	67	81	·	80
> OCCCC1CCN(C(Cc2ccccc2)c2ccccc2)CC1 (centres undefined)
 : 80	97	102	44	85	106	94	102	94
> COc1ccc2c(c1)C(=O)/C(=C/c1ccc([N+](=O)[O-])s1)O2
 : -65*	-58*	7.2*	-86*	75	-3.3*	11	60	27
> COc1cccc(-c2nc3sccn3c2-c2ccnc(NCCNC(=O)c3ccccc3O)n2)c1
 : 107	61	93	62	90	92	96	98	55
> NC(N)=N/N=C/c1ccc(O)cc1
 : 107	88	99	124	108	103	97	99	·
> CCOC(=O)/C(O)=C1\CC=CC1=O
 : 113	107	104	75	104	107	103	104	103
> O=C(Nc1ccncc1)C(=O)c1cn(S(=O)(=O)c2cc(Cl)cc(Cl)c2)c2ccccc12
 : 104	58	70	40	97	87	100	74	55
> CCN1C(=O)N(CC)C2C1N=C(SC)N2/N=C/c1ccccc1F (centres undefined)
 : 106	96	100	84	101	100	94	92	93
> COC(=O)c1ccc(Cn2cc(CSc3nc4ccccc4s3)nn2)cc1
 : 115	101	96	82	99	97	95	91	98
> CC(=O)c1cc(Nc2cc(C)nc(N)n2)cc(C(C)=O)c1
 : 117	92	83	100	116	104	107	101	94
> CC(=O)O[C@@]1(c2cn(-c3ccc(C(=O)O)cc3)nn2)CC[C@H]2[C@@H]3CCC4=CC(=O)CC[C@@H]4[C@H]3CC[C@@]21C
 : 121	96	107	67	116	104	105	94	102
> CSc1nc2sc3cc(Cl)ccc3n2c(=N)c1C#N
 : ·	97	82	94	72	93	107	57	58
> COc1ccccc1NOC(=O)CCOc1ccccc1
 : 120	·	104	·	116	110	·	107	112
> O=C(Nc1cccc(-c2cccc(F)c2)c1)C1CCN(Cc2cccc3cccnc23)CC1
 : -81*	63	69	47	68	37	78	72	73
> O=C(O)c1cnccn1
 : 118	121	109	95	109	119	111	101	110
> C=CC(C)(C)[C@]1(C[C@@H]2NC(=O)C3CCCN3C2=O)C(=O)Nc2cc(O)ccc21 (some centres undefined)
 : 110	102	104	105	110	106	97	92	103
> COc1ccc2[nH]cc(-c3noc(C(=O)c4cn(C)c5ccc(OC)cc45)n3)c2c1
 : 102	89	98	92	98	101	98	79	104
> COc1ncnc2c1ncn2C/C=C/CCl
 : 119	104	95	92	119	93	143	·	96
> CS(=O)(=O)OCC(O)C(O)C(O)C(O)COS(C)(=O)=O (centres undefined)
 : 105	·	43	40	100	110	94	91	21
> Cc1[nH]c(C(=O)Nc2ccc(C(N)=O)cc2OCc2cccc(C(=O)NCCN)c2)c(Cl)c1Cl
 : 116	103	85	102	102	101	93	93	102
> COc1cc2c(Nc3ccc(NC(=O)Nc4ccc(Cl)c(C(F)(F)F)c4)c(Cl)c3)ncnc2cc1OCCCN1CCN(C)CC1
 : -43*	-2.6*	17	-60*	20	-70*	11	74	93
> CC(=O)N[C@H](Cc1ccccc1)C(=O)N[C@H](CS)C(=O)N[C@@H](CCCCN)C(=O)N[C@@H](C)C(=O)N[C@H](CCCNC(=N)N)C(=O)N[C@H](CCCNC(=N)N)C(=O)N[C@H](CCCNC(=N)N)C(=O)N[C@H](CCCNC(=N)N)C(=O)N[C@H](CCCNC(=N)N)C(=O)N[C@H](CCCNC(=N)N)C(=O)N[C@H](CCCNC(=N)N)C(=O)N[C@H](CCCNC(=N)N)C(=O)O
 : 104	116	103	99	114	104	117	102	112
> Cc1nc(-c2ccccc2)cc2c(O)c(C(=O)NCc3ccccc3)[nH]c(=O)c12
 : 136	116	105	123	108	105	115	98	107
> COc1cccc(-c2cc(=O)c3cc(O)ccc3o2)c1
 : 113	105	101	79	110	104	·	94	103
> FC(F)(F)c1cccc(N(c2nc(Cl)nc(Cl)n2)c2nc(Cl)nc(Cl)n2)c1
 : 101	99	98	89	92	106	97	98	104
> Cc1nn(-c2ccccc2)c(N2CCOCC2)c1/C=N/NC(=O)Cn1c(=O)sc2ccccc21
 : 107	108	104	87	102	109	112	105	102
> CC(O)Cc1c[nH]c(=O)[nH]c1=O (centres undefined)
 : -66*	116	102	110	29	103	132	109	104
> O=c1oc2cc(O)ccc2c2ccccc12
 : 124	111	108	97	106	114	105	114	111
> CC(=O)Nc1ccc(C(O)c2ccc(NC(C)=O)cc2)cc1
 : 98	111	97	98	104	104	96	92	98
> CCCCCCCCCCCCCCC/C([O-])=N/[N+](C)(C)CC(C)O (centres undefined)
 : 88	68	90	73	89	91	93	79	98
> CCCCNc1ccc2nnc(C)n2n1
 : 105	110	87	101	99	103	87	101	107
> O=C1/C=C/[C@@H](O)[C@@H]2C[C@@H](O)C[C@H]2/C=C/CCC[C@H](CCc2cccc3ccccc23)O1
 : -92*	5.7*	-36*	-26*	18	12	25	-62*	2.0*
> O=C1/C(=C/c2cccc(F)c2)Cc2ccccc21
 : 124	100	101	·	108	107	94	105	102
> CCCCCCCCCCCCOC(=N)N(C)C
 : 100	106	107	·	97	100	95	96	102
> C=C1C[C@H](N(C(=O)C(F)(F)F)c2cccc(C(=O)N(C)OC)c2)[C@@H](NC(c2ccccc2)c2ccccc2)[C@]1(C#N)CC
 : 87	93	86	72	97	88	97	75	86
> Cc1ncc(C(N)=O)c2c1OC(C)(C)OC2
 : 115	105	107	112	98	109	107	100	108
> NS(=O)(=O)c1cc2c(cc1Cl)NC=NS2(=O)=O
 : 110	109	109	91	110	110	99	99	108
> Nc1c(Cl)cc(S(=O)(=O)O)cc1Br
 : 137	134	111	129	112	117	101	104	127
> CC1(C)NCCC[C@]2(C)[C@H]3CC=C4[C@@H]5C[C@](C)(COC(=O)c6ccccc6C(=O)O)CC[C@]5(C)CC[C@@]4(C)[C@]3(C)CC[C@@H]12
 : ·	59	67	79	·	30	91	87	78
> O=C(COc1ccc(-c2nc3ccccc3[nH]2)cc1)NN1C(=O)c2ccccc2C1=O
 : 111	98	103	94	101	104	99	90	102
> Nc1ccc(O)cc1
 : 110	·	98	92	·	103	114	110	100
> COc1cccc(OC(=O)c2ccccc2)c1OC(=O)c1ccccc1
 : 108	·	·	·	90	82	·	109	9.7*
> CCC(CC)NCC(C)(C)O
 : 120	98	98	105	110	103	94	109	106
> Cc1nc2sc(C(=O)Nc3ccccc3)c(N)c2cc1C(=O)c1ccc(C(F)(F)F)cc1
 : 104	101	93	89	69	70	102	100	99
> CC(=O)OC[C@H]1O[C@@H](OC(C)=O)[C@H](N2C(C(C)=O)=NN(c3ccc(Br)cc3)C2c2ccc(Cl)cc2)[C@@H](OC(C)=O)[C@@H]1OC(C)=O (some centres undefined)
 : 85	53	61	43	100	68	70	61	44
> COc1cc(CNC(=O)CCCC/C=C/C(C)C)ccc1OCc1cn(-c2ccc(C#N)cc2)nn1
 : 117	100	72	88	88	93	95	101	80
> NC(=O)c1n[nH]n2c1nc(=O)c1sc3c(c12)CCCC3
 : 105	104	93	·	98	102	92	102	91
> CCCNCCC(C)=O
 : 108	118	95	100	116	103	119	108	100
> CC(=O)N1N=C(c2ccc(C)cc2)CC1c1cn(-c2ccccc2)nc1-c1cccc(Nc2ccnc3cc(Cl)ccc23)c1 (centres undefined)
 : 94	49	79	36	114	16	57	111	·
> Cc1cc(C)c2c(Cc3cn4ccc(C)cc4nc3=O)cc(=O)oc2c1
 : 110	95	96	93	97	105	99	90	96
> COC(=O)CCN(C(=O)OC)c1ccccc1
 : 115	120	106	106	112	·	110	111	109
